# NOD2-RIPK2 inh = blocks binding of human NOD2 to RIPK2; inhibition, % at 4.98 µM; CHO BLA complementation NOD2-RIPK2, CCF4 ratio; 0.38% of 360,000 active; AID 624267; in the data active = inhibition above about 21%;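 note: 0% = vehicle only and 100% = reference blocker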
# COUP-TFII inh = NR2F2 (human) inhibition, primary screen; P24468; HEK293T NGFI-A luciferase reporter, luminescence; inhibition, % at 8.6 µM; 0.7% of 370,000 active;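 active = inhibition above a per-plate cutoff, mean inhibition of test wells between control levels plus 3 SD, cut at about 38% in these data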;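 note: cells cotransfected with COUP-TFII expression vector driving the NGFI-A reporter; 0% = median of COUP-TF2 test wells and 100% = reporter-only cells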
# SRC2 inh = inhibits human steroid receptor coactivator 2. Q15596. HEK293 GAL4-SRC2 luciferase reporter, luminescence. inhibition, % at 9 µM. 0.17% of 370,000 active. AID 651957;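 active = inhibition above the mean inhibition of all tested compounds plus 3 SD, set per campaign, cut at about 52% in these data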;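 note: 0% = DMSO treated cells and 100% = cells given Gossypol at 36 µM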
# TLR9-MyD88 inh = blocks human TLR9 binding to MyD88 | 0.21% of 340,000 active | inhibition, % at 4.98 µM | Q9NR96+Q99836 | CHO BLA complementation TLR9-MyD88, CCF4 FRET ratio | AID 504734;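 active = inhibition above the mean over all tested compounds plus 3 SD, cut at about 21% in these data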;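 note: 0% = DMSO only wells and 100% = clavulanate BLA inhibitor control wells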
# NR5A2 inv ag = inverse agonists of human LRH-1 (NR5A2) | AID 602396 | 0.13% of 360,000 active | inhibition, % at 3.6 µM | HEK293T StAR-luciferase reporter, LRH-1 transfected, 24 h;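 active = inhibition above the mean inhibition of all tested compounds plus 3 SD, cut at about 73% in these data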;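 note: 0% = DMSO wells and 100% = reporter-only cells lacking LRH-1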
# ABHD5-PLIN5 inh = inhibitors of human ABHD5-perilipin-5 interaction | Q00G26+Q8WTS1 | Split G. princeps luciferase complementation, luminescence, 4 h | inhibition, % at 4 µM | 0.78% of 360,000 active | AID 602281;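 active = inhibition above the mean inhibition across every tested compound plus 3 SD, cut at about 22% in these data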;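 note: 0% = DMSO only wells and the 100% control is not disclosed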
# NCOA3 inh = inhibits human SRC3 coactivator; HEK293 GAL4-SRC3 luciferase reporter, luminescence; inhibition, % at 3.6 µM; Q9Y6Q9; 0.17% of 360,000 active;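 active = inhibition above a per-campaign cutoff, the mean of all compounds plus 3 SD, cut at about 60% in these data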;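 note: 0% = DMSO-treated cells and 100% = gossypol-treated cells at 36 µM; higher means less SRC3-driven luciferase light from the GAL4 reporter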
# MC4R antag cAMP = human MC4R antagonism in cAMP assay | P32245 | MC4R-expressing cells, MTII-stimulated cAMP, LANCE TR-FRET | inhibition, % at 6.5 µM | 0.48% of 360,000 active | AID 540295;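 active = inhibition above its plate's cutoff, the mean of tested wells on that plate plus 3 SD, cut at about 29% in these data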;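 note: 0% = Melanotan II alone and 100% = Melanotan II plus saturating MCL0020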
#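 Material: U2OS-MC4R stable cell line | Reagent: Melanotan II challenge after compound preincubation | Doses: One concentration, 6.5 µM nominal | Incubation: 30-min compound preincubation, 1-h Melanotan II challenge, 1-h detection, room temperature | Signal: TR-FRET cAMP assay | Replicates: One well per compound, no replicates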
# MC4R ag barr = human MC4R agonism via beta-arrestin. 0.98% of 360,000 active. U2OS MC4R beta-arrestin complementation, luminescence; percent of melanotan II response, DMSO zero. activation, % at 8.9 µM. AID 540308. P32245;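 active = activation above a per-plate cutoff, the mean activation of sample wells on that plate plus 3 SD, cut at about 8% in these data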
# SRC1 inh = inhibits human SRC1 coactivator | Q15788 | HEK293 GAL4-SRC1 luciferase reporter, luminescence | inhibition, % at 3.6 µM | 0.12% of 360,000 active;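 active = inhibition above the campaign mean plus 3 SD, with each screening campaign given its own cutoff, cut at about 60% in these data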;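 note: 0% = DMSO treated cells and 100% = gossypol at 36 µM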
# EBV LMP1 NFkB = Epstein-Barr LMP1 NF-kappaB reporter inhibition; LMP1-induced NF-kappaB luciferase reporter cells, luminescence; inhibition, % at 12.5 µM; 0.69% of 350,000 active; AID 504558; in the data active = inhibition above about 41%;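 note: 0% = neutral control wells and 100% = reference inhibitor control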
# Starred values were filed as active, the others as inactive; x = no result given. The list is partial (hit frequency here may not be typical).
# Sample of the layout:
SMILES,NOD2-RIPK2 inh,COUP-TFII inh,SRC2 inh,TLR9-MyD88 inh,NR5A2 inv ag,ABHD5-PLIN5 inh,NCOA3 inh,MC4R antag cAMP,MC4R ag barr,SRC1 inh,EBV LMP1 NFkB
CN(CCc1ccccc1)C(=O)c1ccc(NC(=O)Cc2ccc(NC(=O)C3CCN(S(=O)(=O)c4cccc([N+](=O)[O-])c4)CC3)cc2)cc1,1,16,-17,-2,18,4,6,-4,-1.4,-9,-5
CCCOC(=O)c1ccc(-n2nnnc2SCC(=O)N2CCCCC2)cc1,-4,20,8,-9,15,-7,9,3,-0.9,-5,7
CCSc1nnc(NC(=O)c2csc(C)c2)s1,11,-10,-32,12,-10,-7,-51,4,0.5,-37,-15
CSc1nc(C)cc(SCC(=O)Nc2ccccc2)n1,-6,6,-4,-2,-10,6,18,1,-1.3,0,-1
CC(C(=O)Nc1ccccc1)N1CCN(c2ccccn2)CC1 (configuration not stated),5,2,-10,5,-6,0,-19,3,-1.2,6,-13
O=C(CSc1nccn1-c1ccc(Cl)cc1)NCc1ccc2c(c1)OCO2,1,4,-5,4,0,-3,6,3,-0.3,-7,-34
CCOC(=O)c1ccc(S(=O)(=O)N2CCN(CCC#N)CC2)cc1,-5,6,-14,-3,-2,-6,-1,8,-1.0,7,-4
NNC(=O)c1cc2c(N3CCC(Cc4ccccc4)CC3)ncnc2s1,-2,12,-8,7,18,1,10,1,1.8,1,15
O=P(OC1CCCCC1)(OC1CCCCC1)C(O)c1cccnc1 (configuration not stated),-13,-23,-10,3,19,-1,-7,-1,-2.6,-38,-2
CCOc1ccccc1NC(=O)CSc1nc(=O)n(CCCN2CCOCC2)c2c1CCC2,4,-18,26,0,13,-1,-1,9,-0.5,-5,6

# Results (from the top)
SMILES,NOD2-RIPK2 inh,COUP-TFII inh,SRC2 inh,TLR9-MyD88 inh,NR5A2 inv ag,ABHD5-PLIN5 inh,NCOA3 inh,MC4R antag cAMP,MC4R ag barr,SRC1 inh,EBV LMP1 NFkB
CN(CCc1ccccc1)C(=O)c1ccc(NC(=O)Cc2ccc(NC(=O)C3CCN(S(=O)(=O)c4cccc([N+](=O)[O-])c4)CC3)cc2)cc1,1,16,-17,-2,18,4,6,-4,-1.4,-9,-5
CCCOC(=O)c1ccc(-n2nnnc2SCC(=O)N2CCCCC2)cc1,-4,20,8,-9,15,-7,9,3,-0.9,-5,7
CCSc1nnc(NC(=O)c2csc(C)c2)s1,11,-10,-32,12,-10,-7,-51,4,0.5,-37,-15
CSc1nc(C)cc(SCC(=O)Nc2ccccc2)n1,-6,6,-4,-2,-10,6,18,1,-1.3,0,-1
CC(C(=O)Nc1ccccc1)N1CCN(c2ccccn2)CC1 (configuration not stated),5,2,-10,5,-6,0,-19,3,-1.2,6,-13
O=C(CSc1nccn1-c1ccc(Cl)cc1)NCc1ccc2c(c1)OCO2,1,4,-5,4,0,-3,6,3,-0.3,-7,-34
CCOC(=O)c1ccc(S(=O)(=O)N2CCN(CCC#N)CC2)cc1,-5,6,-14,-3,-2,-6,-1,8,-1.0,7,-4
NNC(=O)c1cc2c(N3CCC(Cc4ccccc4)CC3)ncnc2s1,-2,12,-8,7,18,1,10,1,1.8,1,15
O=P(OC1CCCCC1)(OC1CCCCC1)C(O)c1cccnc1 (configuration not stated),-13,-23,-10,3,19,-1,-7,-1,-2.6,-38,-2
CCOc1ccccc1NC(=O)CSc1nc(=O)n(CCCN2CCOCC2)c2c1CCC2,4,-18,26,0,13,-1,-1,9,-0.5,-5,6
COc1ccc(Cc2c(O)nc(SCC(=O)N3CCCCCC3)[nH]c2=O)cc1,-1,17,-17,-3,3,-12,1,7,-0.9,10,-2
O=C(Nc1cccc2ccccc12)ON=C1CCCCC1,-5,24,-20,x,-23,6,-13,1,-0.8,-5,x
O=C(c1ccc(NS(=O)(=O)c2ccc3[nH]c(=O)[nH]c3c2)cc1)N1CCN(c2ccccc2)CC1,-7,-1,-9,-6,-5,-2,-24,3,-0.1,-10,1
Nc1cc(-c2ccc(Br)cc2)[nH]n1,-1,9,10,11,-10,3,10,10,1.4,-8,3
COc1ccc(C2CCCN2C(=O)c2cccs2)cc1 (configuration not stated),-3,10,10,8,24,0,-7,1,-1.8,0,0
CCOC(=O)c1cccc(NC(=O)CSc2nnc(CNc3ccc(C)cc3)n2CC)c1,-7,7,-23,6,26,5,-16,3,-0.1,-16,-10
COc1cccc(C(=O)N2CCN(Cc3cccc(F)c3)CC2)c1,8,-2,2,-3,6,-1,-7,-3,-0.5,14,10
COc1ccc(N2CCN(CC(O)COc3ccc([N+](=O)[O-])cc3)CC2)cc1 (configuration not stated),7,-3,-9,0,0,0,-1,3,-2.2,2,14
CCCCCCNC(=O)O[C@H]1C[C@H](C(=O)OC)[C@H](C(=O)OC)C2CN(S(=O)(=O)c3ccc(C)cc3)C[C@@]21O (some centres not stated),0,6,-17,1,-6,2,0,0,-1.7,-24,-2
C=CCOC(=O)C(C#N)c1nc2ccccc2nc1N1CCCC1 (configuration not stated),17,5,2,-3,-22,-8,16,-3,-1.5,-32,1
O=C(O)c1ccc(/C=N/NC(=S)NCc2ccccc2)cc1,-6,-8,-20,6,4,-2,-1,6,0.6,-64,4
COc1ccc(-c2onc3ccc(Br)cc23)cc1,-3,-1,7,-1,26,-8,12,-1,1.0,8,0
COc1ccccc1NC(=O)CN1C(=O)C(C)SC(C)C1=O (configuration not stated),0,-28,-31,-3,26,9,13,2,7.1,9,-3
COc1ccccc1/C=N/NC(=O)C(=O)NCc1cccnc1,-6,3,-21,11,20,-1,9,5,-2.3,-6,-1
O=C(c1ccco1)N1CCN(C(=O)c2cc(-c3ccccc3)nc3ccccc23)CC1,-3,-14,-13,2,-33,13,-33,12,-1.7,-58,-24
Cn1c(-c2ccccc2)cc2ccccc21,-6,-12,11,-6,4,1,-42,8,5.1,-49,-2
COc1cc(C)c(/C=C(\C#N)C(=O)Nc2ccc(C)cc2)cc1C(C)C,4,18,7,0,7,8,7,12,2.0,25,12
O=C(CSc1nnnn1-c1cccc2c1CCCC2)N1CCCCC1,-1,7,-11,7,5,2,26,2,-0.5,-20,17
Cc1cc(C)c(S(=O)(=O)N(C)CC(=O)N2CCCCC2)c(C)c1,-8,-4,17,-5,4,2,25,-2,-1.2,2,4
COc1ccc(C(=O)/C=C/c2ccc(O)cc2)cc1,9,-39,-42,1,-39,5,-18,14,0.2,-18,-1
CCOC(=O)c1c(C)[nH]c(-c2csc(N)n2)c1C,0,-22,-26,0,4,-25,3,-2,-3.9,-7,-17
CC(C)(O)C#Cc1ccc(C(=O)N2CCCC(CNS(=O)(=O)c3cccs3)C2)o1 (configuration not stated),-8,12,-6,14,3,-2,-3,5,0.0,-19,3
COc1ccc(CC(=O)NC2CCSc3ccccc32)c(OC)c1 (configuration not stated),4,-14,-1,9,-1,-6,1,11,-2.1,-12,6
COc1ccccc1NC(=S)Nc1ccccn1,-10,3,-37,-13,-21,-6,3,-5,-0.9,-32,-4
COc1ccccc1N(CN1CCCC1=O)C(=O)c1c(F)cccc1F,0,-4,9,3,-2,4,-17,6,-0.6,-3,0
C=CCNc1ncnc2c1[nH]c1ccccc12,-21,23,11,7,23,1,5,3,-1.8,0,2
O=C(Cn1cnc2c(nnn2Cc2ccccc2)c1=O)N1CCN(c2ccccc2)CC1,-8,-12,-20,-1,16,-7,2,4,3.0,6,83*
CC(=O)Nc1ccc(S(=O)(=O)N(CCO)Cc2ccccc2)cc1,2,6,5,-1,20,1,-15,6,-1.1,1,-7
CC(=O)N1C(=O)N(C)C2C1N(C(C)=O)C(=O)N2C (configuration not stated),6,-3,-41,5,15,2,20,1,2.1,4,6
COCC1CCCCN1C(=O)CCCn1nnnc1CN1CCC(C)CC1 (configuration not stated),-13,10,-13,4,-3,-4,-21,15,-0.8,2,-31
COc1ccc(-c2csc(N3CCSCC3)n2)cc1,10,-32,-69,0,-61,-1,-62,10,-0.4,-82,-28
O=C(CCC(=O)NNc1nc2ccccc2c2nc(-c3ccccc3)nn12)NCCCN1CCOCC1,8,3,-16,-5,7,3,-2,-3,-1.9,-12,6
CC(C)=CC(=O)Nc1c(C)cc(C)cc1Cl,-3,14,-17,-7,16,-1,2,10,1.0,-9,7
COC(C[C@@H]1O[C@@H]1C(=O)COCc1ccccc1)OC,13,-18,1,4,13,11,4,8,0.1,-4,-2
O=C(/C=C/c1ccccc1)C1=C(O)C(=O)N(CCO)C1c1ccc2c(c1)OCO2 (configuration not stated),-5,-6,-20,7,1,6,8,6,-1.9,5,-4
CC(=O)N1c2c(cc(Br)cc2S(=O)(=O)NCc2ccccc2)CC1C (configuration not stated),4,17,-2,-8,4,2,-9,8,-1.4,-28,-6
CC(C)(C)NC(=O)C(Cc1ccccc1)N1C(=O)c2ccccc2C1=O (configuration not stated),4,-16,0,-5,-9,2,1,4,-3.1,4,-6
CC1C(=O)N(Cc2cn(Cc3ccco3)nn2)CCS(=O)(=O)N1Cc1ccc(-c2cccc(N(C)C)c2)cc1 (configuration not stated),-7,-8,9,2,18,4,-27,2,0.2,-1,-3
COc1ccc(-c2ccc3c(c2)S(=O)(=O)c2cccc(C(=O)NC4CCCC4)c2C3=O)cc1OC,0,2,-26,-6,4,9,3,6,-0.8,-15,2
CCn1c(C)cc(/C=C2\NC(=O)N(Cc3ccccc3)C2=O)c1C,3,5,-13,-9,2,1,9,11,1.6,-7,7
O=C(O)C1=C[C@@H](c2ccc(F)cc2)C[C@@H](OCCCCO)O1,11,3,-4,6,30,0,7,5,-0.1,-2,4
O=[N+]([O-])c1ccc(NN=Cc2cccc(O)c2)nc1,16,-54,-86,7,-30,-5,-95,6,-0.2,-102,-14
Cc1ccccc1NC(=O)CSc1nc2scc(C)c2c(=O)[nH]1,0,-2,-4,-3,32,-3,0,2,-0.8,-5,6
c1ccc(C2CC3CC(c4ccccc4)N2O3)cc1 (configuration not stated),5,6,-25,-2,17,-1,11,11,-1.2,8,3

# Compound activity as filed in PubChem BioAssay.
